D1 ag = human D1 receptor agonism; AID 504660; activation, % at 2 µM; 360,000 compounds, 1% hits; HEK293 T-REx D1 cells, calcium flux, agonist mode; in the data active = activation above about 30%; also: 0% is about no effect
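Inducible HEK293 T-REx D1 cells, force-coupled to calcium signalling, were plated at 4000 cells/well with tetracycline and held overnight at 30 C. After no-wash calcium dye loading, compound-evoked calcium rise over 180 s flagged agonists.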
D1 antag = antagonists of human D1 dopamine receptor. P21728. HEK293 TREx D1 cells, calcium flux, dopamine EC80; stronger effect = lower value. activity change, negative = inhibition, % at 10 µM. 360,000 compounds, 3.2% hits. AID 504652; in the data active = activity change below about -30%; also: % is scaled to controls: 0 for no effect and ±100 for the full control effect
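HEK293 T-REx cells expressing inducible, force-coupled D1 receptor; no-wash Ca dye, 30–90 min RT. Cmpd → 180 s read at 1 Hz → EC80 DA → 180 s read.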
TRHR ag = activates the human TRH receptor; TRHR cells, calcium flux fluo-8, FDSS agonist mode; 360,000 compounds, 0.18% hits; activation, % at 2 µM; P34981; in the data active = activation above about 30%; also: 0% is about no effect
Target sequence (P34981 whole entry, looked up): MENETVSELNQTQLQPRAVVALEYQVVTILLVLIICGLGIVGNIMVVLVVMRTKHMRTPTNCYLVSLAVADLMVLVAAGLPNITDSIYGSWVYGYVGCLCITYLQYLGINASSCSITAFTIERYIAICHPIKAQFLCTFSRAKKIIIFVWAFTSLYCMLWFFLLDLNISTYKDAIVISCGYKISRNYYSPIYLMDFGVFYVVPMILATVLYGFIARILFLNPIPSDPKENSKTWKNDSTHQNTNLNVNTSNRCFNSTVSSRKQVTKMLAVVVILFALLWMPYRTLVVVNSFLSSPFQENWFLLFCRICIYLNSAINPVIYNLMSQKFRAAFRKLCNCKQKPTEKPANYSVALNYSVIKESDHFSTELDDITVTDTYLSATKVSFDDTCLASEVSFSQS
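Agonist-mode FDSS calcium read (Ex 480/Em 530, 1 s cycles) in 1536-well TRHR cells with fluo-8 dye, after 10-cycle baseline and 23 nL compound addition; TRH at EC20 (10 nM final) added afterwards for the enhancer phase.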
RXFP1 ag = RXFP1 (human) receptor agonism; Q9HBX9; HEK293T-RXFP1 cAMP TR-FRET, 30 min; response scale: percent of porcine relaxin response, buffer zero; Potency, µM (doses to about 57.5 µM), for the others: top-dose activation, most hits filed as activators; 370,000 compounds, 0.3% hits; also: potency is read from the fitted curve at half-maximal effect; % is scaled to controls: 0 for no effect and ±100 for the full control effect; nearly all actives have a fitted effect of over 60% in size; many of its hits are not listed in these tables
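HEK293T cells stably expressing RXFP1 were pretreated with the PDE4 inhibitor Ro 20174, exposed to compounds for 30 min at 37C, lysed, and cAMP was read by TR-FRET. Data normalized to buffer (basal) and 29 nM porcine relaxin (100%).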
RXFP1 antagonist = blocks the human relaxin receptor RXFP1. Q9HBX9. HEK293-RXFP1, relaxin-stimulated cAMP HTRF, 30 min; stronger effect = lower value. activity change, negative = inhibition, % at 57.5 µM. 350,000 compounds, 0.59% hits. AID 1259400;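 active = activity change of -60% or lower, but not beyond a set lower limit; inconclusive = change between -60% and -40%, or beyond the set limit; inactive = change above -40%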; also: % is scaled to controls: 0 for no effect and ±100 for the full control effect
D1 PAM = human D1 dopamine receptor positive modulation; 360,000 compounds, 0.036% hits; potentiation, % at 10 µM; HEK293 TREx D1 cells, calcium flux, dopamine EC20 potentiation; AID 504651; P21728; in the data active = potentiation above about 30%; also: 0% is about no effect
Anesthetic bind = candidate novel general anesthetic via apoferritin binding. apoferritin/1-aminoanthracene competitive binding, fluorescence. Potency, µM (titrated, usually from 77.5 µM), without a hit: top-dose activity change, negative = displacement, hits mostly inhibitors. 350,000 compounds, 0.074% hits; also: potency is read from the fitted curve at half-maximal effect; % is scaled to controls: 0 for no effect and ±100 for the full control effect; nearly all actives have a fitted effect of over 20% in size
Target sequence (P02791 2-175 limits assumed): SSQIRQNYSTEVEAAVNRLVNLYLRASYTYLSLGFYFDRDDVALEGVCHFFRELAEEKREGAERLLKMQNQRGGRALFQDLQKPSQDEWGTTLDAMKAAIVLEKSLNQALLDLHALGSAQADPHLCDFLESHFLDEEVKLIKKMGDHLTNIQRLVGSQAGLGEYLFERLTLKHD
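10 uM apoferritin + 50% sat. 1-AMA, PBS; cpd 10 min RT; Ex380/Em535 endpoint; normalized to free probe vs complex; 4-param Hill fit; propofol titration as pos. ctrl.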
TRHR enhancer = TRH receptor (human) allosteric enhancement; P34981; TRHR cells, fluo-8 calcium fluorescence, EC20 TRH enhancement; enhancement, % at 2 µM; 360,000 compounds, 0.66% hits; in the data active = enhancement above about 30%; also: 0% is about no effect
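TRHR-expressing cells loaded with fluo-8 calcium dye were read kinetically (ex 480/em 530) during compound addition, then stimulated with an EC20 of TRH (10 nM final). Enhancement of the Gq-mediated intracellular calcium response was scored.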
D2 PAM = positive allosteric modulators of human D2 dopamine receptor; AID 485347; 340,000 compounds, 0.34% hits; HEK293 T-REx D2, calcium flux, EC20 dopamine potentiation; potentiation, % at 10 µM; P14416;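 active = potentiation over 3 SD above the plate norm, cut at about 30% in these data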; also: 0% is about no effect
Target sequence (P14416 whole entry, looked up): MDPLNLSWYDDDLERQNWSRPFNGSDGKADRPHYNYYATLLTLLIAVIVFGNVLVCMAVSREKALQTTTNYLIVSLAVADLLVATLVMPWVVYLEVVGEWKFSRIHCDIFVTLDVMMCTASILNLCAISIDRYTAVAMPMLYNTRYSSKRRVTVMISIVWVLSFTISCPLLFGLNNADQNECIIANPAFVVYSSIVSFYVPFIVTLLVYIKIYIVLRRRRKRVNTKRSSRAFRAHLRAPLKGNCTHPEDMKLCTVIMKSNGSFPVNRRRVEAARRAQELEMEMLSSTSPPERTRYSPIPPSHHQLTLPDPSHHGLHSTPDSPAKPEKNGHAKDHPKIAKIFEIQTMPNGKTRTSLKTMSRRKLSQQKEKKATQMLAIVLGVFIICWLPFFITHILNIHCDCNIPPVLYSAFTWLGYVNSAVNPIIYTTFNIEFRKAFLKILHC
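Primary screen. Calcium kinetics in induced HEK293 T-REx D2 cells: compound pre-addition 180 s, EC20 dopamine, 180 s more.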
An asterisk follows results filed as active; ? = inconclusive; · = not tested or not shown; & = joins results of further samples; [ ] = dose if it differs, or a comment. Unless noted, calls follow the shape of the dose curve; as a rule, active = well fitted curve in the direction sought with a large enough effect; inconclusive = small, poorly fitted or top-dose-only effect, or another doubt; inactive = no such curve, though single readings can be large; an effect the other way counts as inactive or inconclusive. A portion of the library (hit frequency here may not be typical).

Fields: D1 ag, D1 antag, TRHR ag, RXFP1 ag, RXFP1 antagonist, D1 PAM, Anesthetic bind, TRHR enhancer, D2 PAM
> CCOC(=O)C1C(=O)CC(C)(O)C(C(=O)OCC)C1c1cccc(OC)c1 (stereo not drawn)
  1, 1, -1.3, -1.6%, -1, -2, -9%, -3, 3
> C=CCc1c(C)nc2nc(SCC(=O)Nc3cccc(Cl)c3)nn2c1C
  7, -4, -0.5, 6.4%, -11, 0, -23%, -15, -7
> Cn1c(NCc2ccco2)nc2c1c(=O)n(Cc1ccc(Cl)cc1Cl)c(=O)n2C
  -1, -1, 0.4, 2.8%, 18, 2, -9%, 11, 1
> CCCc1cc(C(=O)Nc2sc(C)c(CC)c2C#N)no1
  -1, -13, 1.7, -0.2%, -11, 6, -1%, 0, 1
> O=c1c(Br)c(NCc2ccccc2)cnn1-c1ccc(F)cc1
  5, ·, -0.9, 3.6%, 7, -3, -13%, 6, -2
> O=[N+]([O-])c1ccccc1Nc1cccnc1
  1, 11, -0.3, 1.3%, ·, -3, ·, -7, 8
> CCOc1ccccc1N(CC(=O)Nc1ccc(S(=O)(=O)N2CCOCC2)cc1)S(C)(=O)=O
  1, -6, 0.0, -0.4%, 6, -7, -19%, 1, 7
> O=C(Cc1ccc2cccnc2c1)c1ccc(O)cc1O
  3, 10, 0.6, 1.9%, 0, -8, -22%, 3, -11
> c1ccc(-n2c(-c3ccncc3)nnc2-c2ccco2)cc1
  6, 3, -0.2, 0.6%, 17, 3, -9%, -4, -12
> O=C(COc1nc2ccccc2nc1N1CCOCC1)Nc1ccc(S(=O)(=O)N2CCCC2)cc1
  8, 2, -1.1, 4.6%, ·, -5, 29%, 8, 15
> Cc1[nH]c2ccccc2c1/C=N/Nc1ccc([N+](=O)[O-])cc1
  125*, -4, 38*, 0.2%, -17, -9, -3%, 9, -2
> Nc1nc2ncc(-c3ccsc3)c(N)n2n1
  5, -11, 0.8, 1.1%, 0, 0, -2%, 2, 7
> CC(C)C1Nc2ccc(S(=O)(=O)N3CCOCC3)cc2NC1=O (stereo not drawn)
  4, 7, 0.2, -1.0%, 15, 1, -4%, -2, 10
> O=C(N/N=C/c1ccccn1)c1cccc(NC(=O)c2ccc(Cl)cc2)c1
  3, -24, 0.3, -3.2%, -3, -4, -10%, 5, 0
> COc1ccc(N2CCN(C(=O)CCCOc3cc(=O)n(C)c4ccccc34)CC2)cc1
  -1, 9, 0.9, 2.8%, 21, -3, -15%, 1, 19
> O=C(O)C(c1ccccc1)C1(O)CCCC1 (stereo not drawn)
  1, -14, 0.1, -0.3%, -10, 4, -6%, -10, -9
> COc1ccc(C(=O)Nc2ccc(NC(=O)c3ccccc3OC)nc2)cc1
  3, -2, 0.7, 19%, -31, -4, -6%, 17, 19
> COC(=O)c1ccc(-c2ccc(C(c3c(C)[nH][nH]c3=O)c3c(C)[nH][nH]c3=O)o2)cc1
  1, -18, 2.7, -0.6%, -87*, -2, -16%, -3, ·
> N#CCCCC#Cc1ccc2c(c1)COc1c3ccccc3nn1-2
  3, -19, 0.1, -0.1%, ·, -6, ·, -4, 4
> S=C(Nc1ccc(Cl)cc1Cl)Nc1ccccc1Oc1ccccc1
  0, 32, -0.7, 1.0%, 7, 5, -13%, 3, 1
> O=C(OCc1nnc(-c2ccc([N+](=O)[O-])cc2)o1)C1CCN(C(=O)c2ccc(Cl)cc2)CC1
  5, -22, -0.2, -0.8%, 3, -5, ·, 1, 1
> COc1ccc(-n2c(-c3ccco3)n[nH]c2=S)cc1
  0, 4, 0.7, 19%, -4, -7, -12%, -2, 10
> O=S(=O)(c1ccc2c(c1)OCCO2)N1CCC(c2nc3ccc(Cl)cc3[nH]2)CC1
  0, 0, 0.4, 0.2%, -9, 0, -4%, 1, -10
> C=CCNC(=O)/C(C#N)=C/c1c(N(Cc2ccccc2)Cc2ccccc2)nc2ccccn2c1=O
  11, 3, -1.0, -0.2%, -5, 0, -10%, 12, -6
> O=C(Cc1n[nH]c(=O)c2ccccc12)Nc1cccc(S(=O)(=O)N2CCCC2)c1
  0, -11, 0.2, 4.7%, -3, -3, 5%, -2, -1
> Cc1nc(N2CCOCC2)nc2c1CCCC2
  0, -1, 0.2, 0.8%, 4, 1, -2%, -5, -1
> CCOCC(=O)Nc1nnc(C2CCCCC2)s1
  -2, -36*, 0.2, 0.9%, 13, -7, -9%, 2, -6
> COc1cccc(CNC(=O)C(CC(C)C)NC(=O)c2ccccc2C)c1 (stereo not drawn)
  8, -6, 0.3, 0.2%, 4, -6, -9%, 1, 3
> O=C(Nc1ccc(Cl)cc1)NC1CCCc2ccccc21 (stereo not drawn)
  3, 8, 0.7, -2.2%, -2, -3, -1%, 1, -7
> CCC(=O)N1c2ccccc2CC1C(=O)NCCc1ccccc1Cl (stereo not drawn)
  -2, 14, -1.2, 3.4%, -6, 0, -3%, -5, -3

Two compounds from above, showing only D2 PAM:
molecule | D2 PAM
O=[N+]([O-])c1ccccc1Nc1cccnc1 | 8
O=c1c(Br)c(NCc2ccccc2)cnn1-c1ccc(F)cc1 | -2

With a hit mark in D1 antag, among the entries above:
molecule | D1 ag | D1 antag | TRHR ag | RXFP1 antagonist | D1 PAM | TRHR enhancer | D2 PAM
CCOCC(=O)Nc1nnc(C2CCCCC2)s1 | -2 | -36* | 0.2 | 13 | -7 | 2 | -6

Looked up by compound from above, six records:
Fields: D1 ag, D1 antag, TRHR ag, RXFP1 ag, RXFP1 antagonist, D1 PAM, Anesthetic bind, TRHR enhancer, D2 PAM
> O=C(COc1nc2ccccc2nc1N1CCOCC1)Nc1ccc(S(=O)(=O)N2CCCC2)cc1
  8, 2, -1.1, 4.6%, ·, -5, 29%, 8, 15
> CCCc1cc(C(=O)Nc2sc(C)c(CC)c2C#N)no1
  -1, -13, 1.7, -0.2%, -11, 6, -1%, 0, 1
> O=C(N/N=C/c1ccccn1)c1cccc(NC(=O)c2ccc(Cl)cc2)c1
  3, -24, 0.3, -3.2%, -3, -4, -10%, 5, 0
> CCC(=O)N1c2ccccc2CC1C(=O)NCCc1ccccc1Cl (stereo not drawn)
  -2, 14, -1.2, 3.4%, -6, 0, -3%, -5, -3
> Nc1nc2ncc(-c3ccsc3)c(N)n2n1
  5, -11, 0.8, 1.1%, 0, 0, -2%, 2, 7
> S=C(Nc1ccc(Cl)cc1Cl)Nc1ccccc1Oc1ccccc1
  0, 32, -0.7, 1.0%, 7, 5, -13%, 3, 1

Additional entries.
Fields: D1 ag, D1 antag, TRHR ag, RXFP1 ag, RXFP1 antagonist, D1 PAM, Anesthetic bind, TRHR enhancer, D2 PAM
> CCOc1cccc(/C(O)=C2/C(=O)C(=O)N(Cc3ccco3)C2c2ccncc2)c1 (stereo not drawn)
  2, -1, 0.4, 6.5%, 6, -9, -13%, 10, 5
> O=C(Nc1cccc(C(=O)O)c1)/C(=C\c1ccccc1)NC(=O)c1ccccc1
  -2, 7, 0.7, 4.3%, 3, 4, 5%, 6, 11
> NS(=O)(=O)c1ccc(CCNc2nc(CN3CCCCC3)nc3sc4c(c23)CCC4)cc1
  2, -11, -0.1, 1.1%, 19, -4, ?, 1, -16
> Cc1ccc(C(=O)n2nc(C)c(S(=O)(=O)N3CCOCC3)c2C)cc1C
  1, 6, -0.1, -0.9%, ·, 0, -10%, -8, -4
> CCOc1ccc(-n2nnnc2SCC(=O)Nc2ccc(NC(C)=O)cc2)cc1
  0, 4, 0.4, 1.1%, 0, 1, -3%, 0, -1
> O=S(=O)(O)c1nc2ccccc2n1Cc1ccccc1
  2, -8, 0.6, 0.1%, -8, -6, -9%, -2, -8
> Nc1nc(Nc2cccc3ccccc23)nc(C2CCCC2=O)n1 (stereo not drawn)
  2, 1, -0.4, 2.1%, ·, -3, -7%, 1, 13
> O=S(=O)(Nc1cccc(C(F)(F)F)c1)c1cnc[nH]1
  5, 6, 0.0, 3.1%, 0, -2, -1%, -2, 4
> COc1cccc(-n2ccn(CC(=O)c3ccc(F)cc3)c(=O)c2=O)c1
  21, -25, 0.8, 4.2%, 15, -4, -9%, 13, -6
> COc1cccc(CNc2ccc3c(c2)ncn3C)c1OC
  2&6, 5&-9, 1.0&-1.7, -3.5%&-0.1%, -16, 5&-3, -7%&2%, 5&-2, 10&-20
> COc1cc2sc(C)nc2cc1C
  -3, -3, -0.1, -0.1%, -21, 5, -2%, -2, 23
> O=C(Cn1c2ccc(F)cc2c2nc3n(c(=O)c21)CCS3)NC1CCCC1
  -1, 16, -0.9, ?, -7, 3, -3%, 0, ·
> COc1ccc(-c2nc(C(=O)Nc3cccc(C(C)=O)c3)nn2-c2ccc(Cl)cc2)cc1
  0, -8, 0.1, 2.4%, ·, -4, -10%, 2, -3
> COc1cccc(C2c3[nH]c4ccccc4c3C[C@H]3C(=O)N(C4CC4)CC(=O)N23)c1 (stereo partly drawn)
  3, -7, 0.7, 0.0%, 1, 5, -4%, 8, 0
> COc1cc(/C=C(\C#N)C(=O)Nc2cccc(C(=O)O)c2)ccc1OCc1ccc(C)cc1
  2, -7, -2.1, -1.9%, -38, -3, -21%, -4, -5
> Nc1ccc2nc(-c3cc(Cl)c(N)c(Cl)c3)[nH]c2c1
  2, 8, -0.4, 3.1%, 11, -6, 6%, -1, 1
> COc1cc(C(=S)N2CCCC2)ccc1OCC(N)=O
  3, 19, 0.5, 2.4%, 9, -5, -1%, 4, ·
> O=C(CN1C(=O)CC(c2ccco2)Sc2ccccc21)NCc1ccc2c(c1)OCO2 (stereo not drawn)
  1, 29, 0.2, 0.6%, -8, -3, 0%, -11, 11
> O=C(CN1C(=O)C2CCCCC2C1=O)Nc1cccc([N+](=O)[O-])c1 (stereo not drawn)
  2, -1, 0.1, -0.3%, ?, 6, ·, -1, 1
> Cc1cccnc1NC(=O)CCCN1C(=O)c2ccccc2C1=O
  1, -2, 0.9, 1.7%, -35, -5, 3%, -2, -9
> COc1cc(CN(C(=S)NCC(=O)NC2CC2)C2CCCC2)cc(OC)c1OC
  0, 0, -1.3, 0.9%, -3, 0, 29%, -5, 11
> Cc1ccc(CN2CCN(C/C(Cl)=C/c3ccccc3)CC2CCO)o1 (stereo not drawn)
  8, 17, 2.4, 0.1%, 11, -5, -6%, 4, -4
> CC(=O)Nc1ccc(S(=O)(=O)NCc2ccc(C(=O)NC(C)c3ccccc3)cc2)cc1 (stereo not drawn)
  0, -14, 0.4, 1.6%, -8, -9, -14%, -4, -13
> NC(=O)C1(N2CCCCC2)CCN(C(=O)c2cccn3c(=O)c4cc(Cl)ccc4nc23)CC1
  0, 10, -0.1, 4.9%, -10, 1, 284%[activator], 6, -11

Compound activity from PubChem BioAssay.
